Bioassay records deposited in PubChem BioAssay by several laboratories.
Rac1 GTP hydrolysis = MgcRacGAP GTPase-activating activity inhibitors, confirmation, biochemical, ADP Hunter fluorescence. Rac GTPase-activating protein 1 (Homo sapiens). AID 624330, 2012. MgcRacGAP-stimulated Rac1 GTP hydrolysis, ADP Hunter fluorescence; higher % means a stronger effect; GST-tagged Rac1 F28L mutant substrate. inhibition, % at 30 µM, or IC50 in µM where a hit was titrated. 0.6% of 340,000 active;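 active = first-screen hits whose inhibition reached a set limit at any dose in the follow-up dose series; inconclusive = inhibition above the set first-screen limit but never retested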;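 note: fluorescence reports GDP produced by GAP-driven GTP hydrolysis; strong numbers were not always called active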
TNAP activators = human TNAP enzyme activators, primary screen, biochemical, luminescent, no phosphate acceptor, uHTS (AID 1001) | purified TNAP, luminescent activation assay, no phosphate acceptor; higher activation fold means a stronger effect | 0.03% of 200,000 active | Alkaline phosphatase, tissue-nonspecific isozyme (Homo sapiens) | activation fold at 20 µM, or EC50 in µM where a hit was titrated; in the data active = activation fold from about 3, or a potency from the dose series; inactive = the rest, 99 in 100 with activation fold below about 1.6; note: many of its hits are not listed in these tables
K1F lysis inhibition = inhibition of K1F phage lysis, E. coli UTI89, bacterial capsule biogenesis inhibitors, alamar blue (AID 488966) | E. coli UTI89 K1F phage lysis, alamar blue, 2 h; higher % means a stronger effect | one-dose inhibition, % at 100 µM; IC50 in µM for titrated hits | 0.02% of 340,000 active;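 active = phage lysis inhibition, versus mean bacterial control, above a set limit; inconclusive = no clear call, values can overlap the other calls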;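 note: capsule biogenesis inhibitors block K1F phage lysis so surviving cells raise fluorescence; higher fluorescence means more inhibition of phage lysis; actives were called in the ten point dose series up to 300 µM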
T cell modulator = modulators of CD8 T cell-vesicle binding, primary screen, mouse 2C CD8+ T cells, flow cytometry | calls only at 7 µM | 0.068% of 330,000 active | 2C CD8+ T cell-vesicle binding; stronger effect = lower value | AID 2052, 2009;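 active = response, share of CD8 T cells binding vesicles, and their 90th percentile fluorescence all below set limits, cut at about 80% in these data, passing the limit was not always enough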
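Material: 2C TCR transgenic mouse naive CD8+ T cells, MACS-purified. Also added: QL9-charged Drosophila Ld/ICAM-1/B7-1 vesicles. Timing: binding 1.5 h at 37 °C. Measured by: high-throughput flow cytometry with anti-B7-1 and anti-CD8 staining. Read-out: percent CD8+ FL2 mean versus row control. Controls: Unloaded micro-vesicles (low), QL9 vesicles with 0.7% DMSO (high).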
RSV CPE inhibition = RSV antiviral activity via CPE protection, HEp-2 cells, primary 10 µM value included (AID 2391). HEp-2 cells, RSV-induced CPE inhibition; higher % means a stronger effect. CPE inhibition, % at 10 µM; hits with a dose series show IC50 in µM. 0.13% of 310,000 active; in the data active = a potency from the dose series; inconclusive = CPE inhibition mostly from about 23% at the one dose, without a potency; inactive = the rest, 99 in 100 with CPE inhibition below about 21%; note: strong numbers were not always called active
NTR1 agonist = agonists of NTR1, primary screen, imaging, U2OS cells, beta-arrestin-GFP, high content (AID 493036); Neurotensin receptor type 1 (Homo sapiens), P30989; NTR1-U2OS beta-arrestin-GFP spot imaging, agonist mode; activation, % at 20 µM; 0.17% of 330,000 active;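 active = activation at or above 40% of the spot to cytoplasm intensity ratio, with at least 20 cells analyzed; inconclusive = wells under 20 cells, flagged as cytotoxic or low count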;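 note: 0% = DMSO without peptide and 100% = 100 nM NTR1 peptide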
Target sequence (P30989 whole entry, looked up): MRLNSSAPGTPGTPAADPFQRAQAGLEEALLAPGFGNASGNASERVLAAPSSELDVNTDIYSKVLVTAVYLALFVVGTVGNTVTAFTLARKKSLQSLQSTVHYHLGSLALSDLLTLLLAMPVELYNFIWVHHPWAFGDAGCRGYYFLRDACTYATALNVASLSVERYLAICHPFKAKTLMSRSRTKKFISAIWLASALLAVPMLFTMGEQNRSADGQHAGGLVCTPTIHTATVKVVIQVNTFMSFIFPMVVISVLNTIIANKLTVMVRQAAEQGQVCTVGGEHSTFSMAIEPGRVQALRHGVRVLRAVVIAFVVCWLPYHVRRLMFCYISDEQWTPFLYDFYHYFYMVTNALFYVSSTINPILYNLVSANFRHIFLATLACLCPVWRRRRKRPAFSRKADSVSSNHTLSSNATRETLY
SV40 large T antigen = SV40 large T antigen inhibitors, biochemical (AID 1903). SV40 large T antigen ATPase/helicase inhibition assay; higher % means a stronger effect. inhibition, % at 20 µM; hits with a dose series show IC50 in µM. 0.39% of 310,000 active; in the data active = a potency from the dose series; inconclusive = inhibition mostly from about 32% at the one dose, without a potency; inactive = the rest, 99 in 100 with inhibition below about 32%; note: strong numbers were not always called active
Salmonella PhoP GFP = inhibitors of PhoP regulon expression, primary screen, Salmonella Typhimurium, GFP reporter (AID 1863); S. Typhimurium PhoP-regulated promoter GFP reporter, 4 h; higher % means a stronger effect; one-dose inhibition, % at 50 µM; IC50 in µM for titrated hits; 0.16% of 300,000 active;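 active = inhibition over 29.93%, a cutoff 3 SD above the screen mean, later confirmed by dose response; inconclusive = inhibition over 29.93% but no dose response follow-up; inactive = inhibition at most 29.93% or unconfirmed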;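 note: 0% = low Mg2+ inducing control and 100% = high Mg2+ repressing control; strong numbers were not always called active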
Myeloid diff 2 = induction of myeloid progenitor differentiation, primary screen, cell-based, flow cytometry, MLPCN library; calls only at 10 µM; AID 624256, 2012; 1% of 360,000 active; ER-HoxA9 myeloid progenitors, lysozyme-GFP differentiation;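 active = normalized GFP-positive differentiation at or above the plate's own cutoff, the solvent-only control mean plus 3 SD; inconclusive = no clear call, values can overlap the other calls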;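 note: cells exposed to compound for four days before flow analysis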
T cell modulator vesicle-bound % = recorded beside T cell modulator, whose call it bears; double positive events, %; measured here: CD8+ vesicle-bound cell fraction;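 binding gate set so that unloaded-vesicle control wells show 10% double positive cells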
NTR1 agonist cell count 20 µM = recorded beside NTR1 agonist, whose call it bears; cell count; measured here: cell count, cytotoxicity flag
Myeloid diff 2 GFP+ MAC1+ % = also measured in Myeloid diff 2; calls as there; GFP+ MAC1+ double positive, %; measured here: differentiation confirmed by MAC1 staining
Numbers without * were called inactive; i = inactive; ? = inconclusive; . = no result given; [ ] = dose if it differs, or a comment.

SMILES	Rac1 GTP hydrolysis	TNAP activators	K1F lysis inhibition	T cell modulator	T cell modulator vesicle-bound %	RSV CPE inhibition	NTR1 agonist	NTR1 agonist cell count 20 µM	SV40 large T antigen	Salmonella PhoP GFP	Myeloid diff 2	Myeloid diff 2 GFP+ MAC1+ %
O=C(Nc1ccc(Nc2ccccc2)cc1)c1ccccc1	.	.	.	i	32.7	10.4%	6.0	46	16.9%	.	.	.
CCN(CC)c1ccc(NC2CC(=O)N(CCc3ccc(OC)cc3)C2=O)cc1 (stereo not given)	2.3%	.	3.1%[50 µM]	i	31.9	-1.9%	2.5	78	33.6%	1.9%	i	0.6
CC1CCN(C(=O)c2cccc(S(=O)(=O)N3CCCCC3)c2)CC1	-16.9%	1.2	0.9%	i	28.8	1.0%	2.0	65	13.4%	-10.2%	i	16.0
CC(C)[C@@H](N)C(=O)NC[C@H]1O[C@@H](n2cnc3c(N)ncnc32)[C@H](O)[C@@H]1O	10.0%	.	0.3%	.	.	.	-0.6	51	.	.	i	0.5
CCOC(CNC(=O)c1ccc2c(c1)ncn2-c1ccccc1OC)OCC	3.2%	.	-0.8%[50 µM]	i	26.9	1.3%	-2.1	65	11.2%	13.3%	i	0.7
O=C(c1ccc(Cl)cc1)C1CCCN(Cc2cccn2-c2cccnc2)C1 (stereo not given)	4.4%	1.1	1.0%	i	51.4	0.3%	1.6	51	12.7%	13.1%	i	0.5
O=c1c2ccccc2c(C=Nc2ccc(O)cc2)c(O)n1Cc1ccccc1	12.3%	.	0.6%	i	4.6	12.7%	40.0	55	3.4%	.	i	0.4
O=C(COC(=O)Cc1ccsc1)Nc1ccc(Br)cc1F	-1.2%	.	0.4%[50 µM]	i	8.3	0.1%	-1.9	64	.	.	i	0.4
CN(Cc1ccccc1)C(=O)c1[nH]cnc1C(=O)N[C@@H](Cc1ccccc1)C(=O)OC(C)(C)C	8.2%	.	-0.6%	i	23.3	-1.3%	4.4	83	17.1%	-5.3%	i	2.2
CC(C)C(c1nnnn1CCc1ccccc1)N1CCN(C(=O)c2ccco2)CC1 (stereo not given)	4.3%	1	-0.2%	.	.	.	.	.	27.6%	-4.9%	i	1.1
CSCC[C@H](NC(=O)c1ccc(OCC2CCCO2)cc1)c1nc2ccccc2[nH]1 (stereo not given in full)	7.9%	.	-0.5%	i	31.0	.	5.3	54	.	.	i	1.2
CCCSC1=C(C#N)C(c2cccs2)CC(=O)N1 (stereo not given)	5.4%	.	0.0%	i	59.3	0.6%	1.5	40	11.8%	0.3%	i	0.5
CC(=O)/C=C1/SC(CC(=O)O)C(=O)N1c1ccccc1 (stereo not given)	-9.8%	1.1	0.3%	i	54.2	3.6%	4.0	91	4.4%	-1.3%	i	1.6
Cc1ccc(CNC(=O)C(=O)c2cn(CC(=O)N3CCCC3)c3ccccc23)cc1	5.5%	.	0.2%	i	8.5	1.3%	0.7	64	17.3%	7.9%	i	5.7
CCCCN(C(=O)Cc1cccc(F)c1)c1c(N)n(CCC)c(=O)[nH]c1=O	4.7%	1	0.5%	i	31.1	0.2%	-1.3	40	1.6%	5.7%	i	0.2
CN1CCN(C(=O)c2ccc3c(=O)n(-c4ccc(F)cc4)c(=S)[nH]c3c2)CC1	4.5%	1.1	1.3%	i	46.0	-1.1%	-0.9	57	2.9%	4.3%	i	1.1
O=C1C2C(C(=O)N1c1nccs1)C1C=CC2C12CC2 (stereo not given)	-1.1%	1.1	0.3%	i	28.2	-0.3%	0.0	106	-1.7%	-9.6%	i	0.0
CC1C=CCC2C(=O)N(c3ccccc3OC(=O)c3cccs3)C(=O)C12 (stereo not given)	8.9%	1.1	0.1%	i	33.9	-1.4%	0.1	75	6.4%	-6.9%	i	0.3
COc1ccc(/C=C(/C(=O)Nc2ccccc2C(=O)N2CCCC2)c2ccccc2)cc1	7.0%	1.1	0.3%	i	29.9	6.5%	0.8	109	-0.4%	-0.1%	i	2.1
CCOC(=O)N1CCN(C(=O)/C(=C/c2cccc3ccccc23)NC(=O)c2ccc(OC)c(OC)c2)CC1	5.8%	1	0.2%	i	21.3	6.8%	4.2	51	8.8%	-10.9%	i	0.3
COc1ccc(-n2cc(CN(C)C(C)c3ccncn3)c(-c3cccc(F)c3)n2)cc1 (stereo not given)	1.7%	1	0.1%	i	48.3	8.9%	1.5	59	7.1%	2.6%	i	0.4
CCCc1c(C)nc(N2CCN(c3ccccc3F)CC2)[nH]c1=O	8.5%	.	0.3%	i	11.1	3.4%	0.4	63	11.6%	-4.0%	i	0.2
CCOc1ccc(N=C2NC(=O)C(CC(=O)Nc3ccccc3)S2)cc1 (stereo not given)	-1.9%	1.1	0.1%	i	8.5	3.2%	2.3	54	8.8%	-5.5%	i	1.3
O=c1oc(Nc2cccc(Cl)c2)nc2ccccc12	3.5%	1.1	2.6%	i	31.0	1.4%	2.1	37	3.3%	0.8%	i	0.1
Cc1nnc(N/N=C/c2ccccc2F)n1N	5.2%	.	0.2%	i	12.0	2.7%	0.3	72	9.0%	-6.1%	i	0.6
COc1ccc(S(=O)(=O)NCc2ccccc2)cc1Br	1.5%	.	0.8%	i	51.9	0.7%	0.6	65	9.2%	-7.1%	i	0.8
c1cncc(-c2nnc3n2CCC3)c1	2.9%	1.1	-0.1%[50 µM]	i	47.0	-0.8%	-0.8	44	13.4%	6.4%	i	1.2
OC1COC(O)C(O)C1O (stereo not given)	4.2%	.	5.7%	i	39.1	-0.3%	-0.6	65	16.6%	-8.6%	i	0.7
O=C(Nc1ccc(CN2CCS(=O)(=O)CC2)cc1)c1ccccc1	-0.9%	.	0.1%	i	12.1	2.2%	0.2	44	9.9%	-9.4%	i	0.2
Oc1ccc(/C(Cc2ccccn2)=N\Nc2ccccc2)c(O)c1	13.1%	1.1	1.8%	i	49.9	18.7%	1.9	77	12.9%	-5.2%	i	0.1
Cc1ccc(S(=O)(=O)N2CCN(C(=O)c3ccc4c(c3)OCO4)CC2)cc1	2.0%	.	0.3%	i	22.4	1.4%	1.8	60	-2.7%	2.2%	i	0.3
Cc1ccc(NC(=O)CS(=O)CC(=O)N(c2ccc(C)cc2)C(C)C(=O)NC2CCCCC2)cc1 (stereo not given)	-3.8%	1	-2.9%	i	61.8	1.8%	-0.4	98	0.4%	-1.2%	i	0.7
N#CCCN(C(=O)COC(=O)CCc1nc2ccccc2c(=O)[nH]1)c1ccc(F)cc1	3.6%	.	-1.0%	i	31.6	0.4%	-1.1	69	.	.	i	0.4
CC1CCCC(NS(=O)(=O)c2cc3c(cc2Cl)NC(=O)CO3)C1C (stereo not given)	-0.3%	.	-1.9%	i	58.5	4.7%	2.3	38	.	.	i	1.4
Cc1cccc2cc3c(N)c(C(=O)N4CCCc5ccccc54)sc3nc12	10.9%	0.9	1.2%	i	53.0	6.7%	-0.1	53	10.8%	-15.0%	?	.
CC(=O)c1cccc(NC(=S)NCCc2ccc(Cl)cc2)c1	9.9%	1	-0.4%	i	10.8	?	4.2	36	5.8%	-5.2%	i	0.8
O=C(CNC(=O)c1ccc(Br)o1)NNC(=O)c1ccccc1	0.0%	.	0.8%[50 µM]	.	.	.	-1.0	47	.	.	i	0.8
Cc1c2c(nc3ccccc13)CCC(C(C)(C)C)C2 (stereo not given)	12.1%	1	-0.9%	i	54.8	26.0%	11.3	37	-2.6%	2.9%	i	0.1
CCCCn1c(N)c(N(CCOC)C(=O)c2ccc(-c3ccc([N+](=O)[O-])cc3)o2)c(=O)[nH]c1=O	10.9%	.	-0.1%	i	4.0	0.0%	-0.3	60	24.5%	-6.4%	i	1.4
O=C(CNS(=O)(=O)c1ccccc1)N/N=C/c1ccccc1[N+](=O)[O-]	-0.2%	.	-0.1%	i	27.9	1.3%	-0.5	97	1.4%	9.9%	i	0.6
CSc1cccc(NC(=S)N(CCC(C)C)C(C)c2ccncc2)c1 (stereo not given)	3.3%	.	0.4%	i	62.7	-0.9%	0.7	60	9.0%	5.2%	i	0.6
C=C(C)Cn1c(=S)[nH]c2ccccc2c1=O	13.2%	1.1	-0.1%	i	33.7	1.1%	-1.1	75	-0.9%	11.1%	i	1.9
CC(C)Cn1c(N)c(C(=O)COC(=O)c2cccnc2Cl)c(=O)n(C)c1=O	5.6%	1	-0.2%	i	21.4	6.3%	2.7	34	-6.8%	-9.7%	i	0.3
Cc1c(C(=O)N2CCCCC2C)sc2ncnc(N3CCc4ccccc4C3)c12 (stereo not given)	2.5%	1	-0.4%	i	20.5	15.5%	-4.0	11	5.2%	1.4%	i	0.5
O=c1cc(-c2cccc(Br)c2)nc(-c2ccccc2F)o1	7.2%	1.2	3.5%	i	47.7	2.8%	-0.2	66	1.2%	-22.8%	i	0.7
Cc1cc(C)n(-c2nc(-n3nc(C)cc3C)c3c4c(sc3n2)COC(C)(C)C4)n1	.	1	.	i	19.1	2.2%	2.8	85	22.8%	-0.7%	.	.
O=c1ccc2ccc(OCc3nnc(-c4ccccc4Br)o3)cc2o1	12.9%	1.1	0.2%	i	29.3	7.1%	5.0	47	12.8%	-5.0%	i	1.0
CCCC[C@@H]1C=C(C(=O)O)[C@H](c2ccc(C#N)cc2)N1S(=O)(=O)c1ccc(C)cc1	-5.8%	.	-0.2%	i	11.4	.	1.8	55	.	.	i	0.9
CCOc1ccccc1C(=O)NC1CCNCC1	1.4%	.	1.0%	i	22.7	-0.8%	1.2	83	6.0%	3.8%	i	0.8
O=C(Nc1ccsc1C(=O)O)c1cccc(Oc2ccccc2)c1	7.3%	.	1.8%	i	43.8	40.4%	-1.4	83	21.8%	4.8%	i	0.7
CC1(C)Cc2c(C#N)c(OCC(=O)c3ccc(Cl)cc3)nc(-c3ccco3)c2CO1	8.6%	1.1	0.6%	i	61.1	0.1%	-0.8	61	9.8%	-8.2%	i	1.0
CCOC(=O)NC(=O)/C(C#N)=C(/C)N(C)C	5.0%	1	0.0%	i	44.5	1.4%	0.2	45	1.6%	-0.9%	i	0.1
